mHTT CaM bind: mutant huntingtin-calmodulin interaction inhibitors – biochemical, AlphaScreen, primary screen; 190,000 compounds, 3.6% hits; AlphaScreen His-mHTT/GST-CaM binding, luminescence; inhibition, % at 15 µM;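 note: 0% = both proteins with DMSO and 100% = one protein alone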
Pf apPOL inh: Pf-apPOL inhibitors, biochemical, fluorescence; Recombinant Pf-apPOL, molecular beacon fluorescence, 1.5 h; inhibition, % at 10 µM; 210,000 compounds, 0.25% hits; AID 1794808, 2022
Numbers without * were called inactive; i = inactive; x = not tested or not shown; & = joins results of further samples. Cut-off read from the data, not from the text of the source: active = inhibition above about 50%; inactive = the rest.

canonical_smiles	mHTT CaM bind	Pf apPOL inh
Cn1c(S(=O)(=O)Cc2ccc(Br)cc2)nc2ccccc21	-14	-1
O=S(=O)(Cc1nc(-c2ccc(Br)cc2)no1)c1ccccc1	-41	-4
COc1ccc(C2C3=C(CC(C)(C)CC3=O)Nc3ncnn32)cc1OC (stereo not given)	-6	-1
CC1(C(=O)NCc2ccccc2)CCCN(C(=O)COc2ccc(Cl)cc2)C1 (stereo not given)	2	0
O=C1OCCN1C(=O)[C@H]1[C@H](c2ccc(Cl)cc2)C(c2cccc(Cl)c2)=NN1c1ccc(Br)cc1	48	-4
N#Cc1c(N)nc2c(sc3nc4c(cc32)CCC4)c1-c1ccc(Br)cc1	-15	x
Cc1ccc(CN2CCN(C3CCN(C(=O)NC(C)C)CC3)C2=O)cc1	0	0
CC(=O)NS(=O)(=O)c1ccc(NS(=O)(=O)c2ccccc2[N+](=O)[O-])cc1	-4	-3
N#CCN1CCCC(c2nncn2-c2ccccc2)C1 (stereo not given)	2	3
COc1ccc(-c2nnc(N3CCC(C(=O)N4CCCCCC4)CC3)o2)cc1	16	2
COc1cccc(CNC(=O)C2CCN(S(=O)(=O)N3CC(C)CC(C)C3)CC2)c1 (stereo not given)	11	-18
CC(C)(C)C1CCC2(CC1)NC(=O)N(CC(=O)NCc1ccco1)C2=O (stereo not given)	12	-2
CCCCNC(=O)Nc1c(Cl)nc(C)c(Cl)c1C	-2	0
CC12CN3CC(C)(CN(C1)C3c1cccc([N+](=O)[O-])c1)C2=O (stereo not given)	-3	4
CC(=O)c1ccc(NC(=O)C2CCN(c3cc(C(=O)N4CCCCC4)ccn3)CC2)cc1	11	4
O=C1CC(c2ccccc2)CN1C(=O)c1cccnc1 (stereo not given)	-5	8
CN1CC(=O)NC(c2ccccc2F)C1=O (stereo not given)	-19	-4
Cc1ccc(C)c(NC(=O)C2CC=CCC2C(=O)O)c1 (stereo not given)	0	-5
Cc1ccc(C(=O)N2CCc3c(c(-c4nc(-c5ccccc5F)no4)nn3C)C2)cc1F	4	-2
N#Cc1ccccc1COc1ccc(/C=C2/SC(N)=NC2=O)cc1	10	8
CCC(=O)c1c(N)cc(C)oc1=O	0	x
Cc1ccc(NC(=O)CSc2nc3nc(C)c(Cc4ccccc4)c(C)n3n2)cc1	42	-17
CCNC(=O)c1c(NC(=O)c2cc(OC)c(OC)c(OC)c2)sc2c1CCCC2	-3	-4
COc1ccc(C2CC(=O)N(C)C3=C2C(=O)CC(C)(C)C3)c(OC)c1 (stereo not given)	1	-1
Cc1nc2c(c(=O)n1CC(=O)Nc1ccc(Cl)cc1F)CCN(Cc1ccccc1)C2	1	-3
Cc1cc2oc(=O)cc(CN3CCCC3)c2cc1C	2	2
COc1cc2c(cc1OC)C(C(=O)NC1CCCCCC1)C(c1cccs1)N(C)C2=O (stereo not given)	10	-5
Cc1cccc(Nc2nc(C(=O)NCc3ccc(F)cc3F)cs2)n1	-6	-4
Cc1c(Cl)cccc1N=Cc1ccc([N+](=O)[O-])cc1	11	-8
Cc1ccc(NC=CC(=O)c2ccc(Cl)cc2)cc1	0	-5

Six compounds picked at random from the list so far, as already listed:
canonical_smiles	mHTT CaM bind	Pf apPOL inh
O=C1CC(c2ccccc2)CN1C(=O)c1cccnc1 (stereo not given)	-5	8
COc1ccc(C2CC(=O)N(C)C3=C2C(=O)CC(C)(C)C3)c(OC)c1 (stereo not given)	1	-1
CC(=O)c1ccc(NC(=O)C2CCN(c3cc(C(=O)N4CCCCC4)ccn3)CC2)cc1	11	4
COc1ccc(-c2nnc(N3CCC(C(=O)N4CCCCCC4)CC3)o2)cc1	16	2
Cc1nc2c(c(=O)n1CC(=O)Nc1ccc(Cl)cc1F)CCN(Cc1ccccc1)C2	1	-3
N#Cc1c(N)nc2c(sc3nc4c(cc32)CCC4)c1-c1ccc(Br)cc1	-15	x

Following part:
canonical_smiles	mHTT CaM bind	Pf apPOL inh
COc1cc2c(cc1OC)C(COc1ccc(C(C)C)cc1)N(C(=O)CC1CCCCC1)CC2 (stereo not given)	13	4
COc1cccc(Oc2c(C)oc3c(CN(C)C)c(O)ccc3c2=O)c1	-1	1
COc1ccc(C2=C/C(=C/c3cc(OC)ccc3OC)C(=O)O2)cc1	-17	11
O=C(CC1CCCC1)NCCOc1ccc(-c2ccco2)nn1	0	-2
CCOc1ccc(S(=O)(=O)N(CC(=O)NC(C)(C)C)c2ccc(C)cc2)cc1	-2	-4
Cc1ccc(C(=O)N/C(=C\c2ccc3c(c2)OCO3)C(=O)NC(CC(C)C)C(=O)O)cc1 (stereo not given)	5	-4
NC(=O)c1c(NC(=O)C23CC4CC(CC(C4)C2)C3)sc2c1CCCC2	2	-3
CN(C)CCN(C)C/C=C/c1ccccc1[N+](=O)[O-]	2	5
CC(C)(C)C(=O)Oc1ccc2c(c1)OC(=Cc1ccc3c(c1)OCO3)C2=O	-7	-2
CCOC(=O)C(C#N)=C1SCC(C)(O)N1c1c(F)cccc1F (stereo not given)	x	-9
O=C(NCc1cccnc1)C1CCc2sc(C(=O)N3CCCCC3)cc2C1 (stereo not given)	-2	-5
CN1CCN(C(=O)CN2C(=O)CSC2c2ccccc2F)CC1 (stereo not given)	-2	-2
CCNC(=O)c1cccc2c1CCN2C(=O)CC	100*	0
CCc1ccc(S(=O)(=O)N2CCSC2c2ccc(OC)c(OC)c2)cc1 (stereo not given)	-5	0
COCCC1CCN(C(=O)CCCN(C)C)CC1	-1	-4
O=c1c(Cl)c(Cl)cnn1-c1ccc([N+](=O)[O-])cc1	-1	-7
N#Cc1cccc(NC(=O)N2CCc3nc4cc[nH]n4c(=O)c3C2)c1	0	2
O=C(O)CCCOc1cccc([N+](=O)[O-])c1	0	1
O=C(CCC1CCCC1)Oc1ccc2c(=O)c(-c3nc4ccccc4s3)coc2c1	-7	-4
COCC(=O)N(C)Cc1cccnc1OC	-2	1
O=C(c1ccco1)c1n[nH]nc1-c1ccccc1	-1	-7
O=C(CSc1nnc(-c2cccc(F)c2)n1-c1ccccc1)NCCc1ccccc1	0	-5
CCNC(=O)C1CCC(c2ccc(F)c(C)c2)N(C(=O)C2CC2)C1 (stereo not given)	-1	0
Cc1cc(Cl)ccc1N1CCN(C(=O)C(C)(C)C)C(C)C1=O (stereo not given)	3	1
CCOc1ccccc1C(=O)O/N=C(\N)c1cccnc1	i	7
CCCc1c(C)nc2c(C(=O)NCc3ccccc3)c[nH]n2c1=O	21	-9
Cc1c(-c2cc(C(F)(F)C(F)F)[nH]n2)c(O)c([N+](=O)[O-])c(C)c1[N+](=O)[O-]	10	x
NS(=O)(=O)c1ccc(CCNC(=O)Cc2cc(-c3ccc(F)cc3F)on2)cc1	-8	-7
N#Cc1cccc(S(=O)(=O)N2CCC(c3noc(-c4ccc(Cl)cc4)n3)CC2)c1	-4	-8
Brc1ccc(NC2=NCCCCC2)cc1	4	0

Single records, from the list above. Order of values: mHTT CaM bind	Pf apPOL inh
`O=C(CCC1CCCC1)Oc1ccc2c(=O)c(-c3nc4ccccc4s3)coc2c1` across the screens: -7	-4
`O=C(c1ccco1)c1n[nH]nc1-c1ccccc1` across the screens: -1	-7

Next section:
canonical_smiles	mHTT CaM bind	Pf apPOL inh
O=C(Cc1ccccc1F)N1CCCC(COc2ccc(C(=O)N3CCOCC3)cc2)C1 (stereo not given)	4	-21
C#CC(O)(c1ccc(OC)cc1OC)c1ccc(OC)cc1OC	40	-3
Cc1ncc(CN2CCSCC2)c(CO)c1O	x	-5
COc1ccc2cc(NC(=O)/C=C/c3ccccc3)c(=O)oc2c1	-2	2
O=C(c1ccc(SCc2cccnc2)c([N+](=O)[O-])c1)N1CCCCCC1	13	3
CC(=O)COc1ccc2c(c1)OC(=Cc1ccc(C(C)(C)C)cc1)C2=O	0	3
O=C(NC1CC1)c1cccc(NC(=O)C2CCCC2)c1	-7	3
COc1ccc(C=C2Oc3cc(OCC=C(C)C)ccc3C2=O)c(OC)c1OC	-43	-6
COc1cccc(C=C2Oc3cc(C)cc(O)c3C2=O)c1OC	47	4
Cc1sc2c(=O)n(C(C)C)cnc2c1C(=O)Nc1ccc(F)cc1	-5	-3
CN1C(=O)Cc2ccccc2C1C(=O)NCc1ccccc1Cl (stereo not given)	1	-3
C=CCSc1nc(O)c(CC)c(=O)n1C(C)CC (stereo not given)	-3	-2
O=C(O)Cn1c2ccccc2c2nnc(SCC(=O)Nc3cccc(Br)c3)nc21	25	-3
N#C/C(=C\c1ccc(-c2ccccc2F)o1)c1nn(CCO)c(N)c1C#N	12	-1
Cc1ccc(C(=O)c2ccc(Br)cc2)cc1S(=O)(=O)Nc1ccccn1	2&-7	3&-3
Cc1nc2c(C(=O)NCc3ccco3)c[nH]n2c(=O)c1Cl	42	-11
N#Cc1c(C(F)(F)F)cc(-c2cccs2)nc1SCC(O)CN1CCSCC1 (stereo not given)	4	5
CC(=O)NCCc1csc(C2CCN(C(=O)NC(C)(C)C)CC2)n1	-4	-4
Cc1sc(NC(=O)c2ccccc2I)c(C(N)=O)c1C	8	-6
COc1ccc(C)cc1NC(=O)C1c2ccccc2C(=O)N(C)C1c1cccs1 (stereo not given)	4	10
Cc1cn2c(=O)c(C(=O)N3CCCc4ccccc43)cnc2s1	-16	3
COc1ccccc1CNC(=O)C(=O)Nc1ccc2c(c1)N(C(C)=O)CCC2	-17	-4
CCCn1c(=N)n(CC(=O)c2ccc(Cl)cc2)c2ccccc21	-30	-1
CCCCCCCCC1CCCC1=O (stereo not given)	-6	x
O=[N+]([O-])c1ccccc1CNc1ccc2cn[nH]c2c1	59*	-8
CCc1cc(C(=O)N2CCCCC2C)nc2cc(-c3ccccn3)nn12 (stereo not given)	-3	-4
CC1Cc2cc(S(=O)(=O)N3CCC(N4CCCCC4)CC3)ccc2N1C(=O)C1CC1 (stereo not given)	4	5
COc1ccc(CNCc2cccc([N+](=O)[O-])c2)cc1	-4	-4
CCN1CCN(C(=O)c2ccc(C)cc2)CC1	-3	12
CCn1cc(C(=O)NC2CCCCCC2)c2c3ccccc3n(C)c2c1=O	-5	-10
COc1ccc(C#CCO)cc1	4	1
CCN(CCCNC(=O)Cc1cn(C)c2ccccc12)c1cccc(C)c1	71*	-5
COc1cccc(C(=O)Nc2c3c(nn2-c2cccc(Cl)c2)CS(=O)C3)c1 (stereo not given)	0	-2
CC(C)NC(=O)N1CC(C(=O)NC2CC2)CC(c2ccccc2)C1 (stereo not given)	4	-1
CCOc1ccccc1NC(=O)c1cc(S(=O)(=O)NCc2ccc(F)cc2)ccc1F	5	40
O=C(c1c[nH]c2ccc(S(=O)(=O)Nc3ccccc3F)cc2c1=O)N1CCCCCC1	7	0
CN(C)C(=O)Oc1ccc[n+](C)c1	x	13
O=C(NCc1ccc2c(c1)OCO2)C1CCN(S(=O)(=O)c2cccs2)CC1	2	-2
Cc1ccc2c(c1)N(C(=O)Nc1ccc(F)c(Cl)c1)CCO2	1	-7
COC(=O)c1ccc(NC(=O)C2CC(=O)N(c3ccc4c(c3)CCN4C(C)=O)C2)cc1 (stereo not given)	-2	-6
O=C(Nc1ccc(-c2nc3ccccc3[nH]2)cc1)c1ccc(Cl)cc1	39	-1
CC(=O)Nc1ccc(-c2nc3ccc(NC(C)=O)cc3[nH]2)cc1	1	81*
COc1cc(/C=c2\sc3nc4cc(C)c(C)cc4n3c2=O)ccc1O	2	-24
CCCc1cc(C(=O)N2CCCC2c2ccccc2F)no1 (stereo not given)	-8	-3
O=C(c1ccno1)N1CCN(c2nc3ccc(Cl)cc3s2)CC1	-1	-36
O=C(c1ccc([N+](=O)[O-])cc1)N1CCN(c2ccccn2)CC1	-2	-3
Cc1cc(C)n(CNc2nonc2/C(N)=N/OCc2c(F)cccc2Cl)n1	i	4
N#CC1=C(N)OC2=C(C(=O)CCC2)C1Cc1ccccc1 (stereo not given)	-3	2
O=C1NCCN1CCNS(=O)(=O)c1ccc(F)cc1	-2	x
O=C(Nc1c2c(nn1-c1ccc([N+](=O)[O-])cc1)CS(=O)(=O)C2)c1ccc(Br)cc1	25	-8
COc1cccc(C=Nc2cccc(C(=O)O)c2C)c1O	6	-1
COc1ccc(C2=N/C(=C\c3ccccc3[N+](=O)[O-])C(=O)O2)c(Cl)c1	1	77*
CCCCNC(=O)c1cnn2c(-c3ccc(Cl)cc3)ccnc12	-13	-2
COc1ccccc1Oc1c(C)oc2c(CN(C)Cc3ccccc3)c(O)ccc2c1=O	4	-9
O=C(NCC1CCN(C(=O)Oc2ccccc2)CC1)c1ccc(F)c(F)c1	2	-12
CCn1cc(Cl)c(C(=O)N2CCCn3cc(-c4ccccc4)nc32)n1	4	-4
O=C(CCN1C(=O)C2C3CCC(C3)C2C1=O)Nc1ccc(Br)c(Cl)c1 (stereo not given)	-1	-1
Cc1ccccc1N=c1oc2ccccc2cc1C(=O)Nc1nccs1	3	16
COc1ccc2c(c1)N1CCN(c3ccccc3)CC1C(C(=O)NCC1CC1)C2 (stereo not given)	40	-3
Cc1cccc(N2CCC(C(=O)N3CCN(Cc4ccccc4)CC3)C2=O)c1 (stereo not given)	4	-5
CC(C)(C)NC(=O)N1CCC(CNC(=O)Nc2ccc(C(F)(F)F)cc2)CC1	-10	-11

In the list so far, 5 have a COOH group.
canonical_smiles	mHTT CaM bind	Pf apPOL inh
Cc1ccc(C)c(NC(=O)C2CC=CCC2C(=O)O)c1 (stereo not given)	0	-5
Cc1ccc(C(=O)N/C(=C\c2ccc3c(c2)OCO3)C(=O)NC(CC(C)C)C(=O)O)cc1 (stereo not given)	5	-4
O=C(O)CCCOc1cccc([N+](=O)[O-])c1	0	1
O=C(O)Cn1c2ccccc2c2nnc(SCC(=O)Nc3cccc(Br)c3)nc21	25	-3
COc1cccc(C=Nc2cccc(C(=O)O)c2C)c1O	6	-1
